Vc quorum ag: quorum light induction in luxS cqsA deficient V. cholerae. AID 588436. V. cholerae BH1578 lux reporter, luminescence, 6 h. activation, % at 18.7 µM. 0.16% of 350,000 active; in the data active means activation mostly above about 9.7%, no sharp cut-off; inconclusive means no clear call, values can overlap the other calls; inactive means mostly below about 3.7%; further: not every result past the cut was called active; inactives centre near 0; reference of the scale not given here
3CLpro inhibitor: SARS-CoV 3CLpro protease inhibition | recombinant SARS-CoV 3CLpro, quenched FRET peptide cleavage | P0C6X7 | 0.14% of 290,000 active | inhibition, % at 6 µM; in the data active means inhibition above about 12%
BoNT-A LC inh2: blocks Botulinum neurotoxin A light chain protease. multiplex microsphere protease substrate cleavage, flow cytometry. inhibition, % at 10 µM. 0.17% of 360,000 active. AID 588499; further: plate controls were buffer without enzyme for full effect and enzyme alone for no effect
Anthrax LF prot: blocks Bacillus anthracis lethal factor protease; 0.12% of 360,000 active; multiplex microsphere protease cleavage assay, LF; inhibition, % at 10 µM; AID 588501; further: plate controls were buffer without enzyme for full effect and enzyme alone for no effect
Target sequence (P15917 whole entry, looked up): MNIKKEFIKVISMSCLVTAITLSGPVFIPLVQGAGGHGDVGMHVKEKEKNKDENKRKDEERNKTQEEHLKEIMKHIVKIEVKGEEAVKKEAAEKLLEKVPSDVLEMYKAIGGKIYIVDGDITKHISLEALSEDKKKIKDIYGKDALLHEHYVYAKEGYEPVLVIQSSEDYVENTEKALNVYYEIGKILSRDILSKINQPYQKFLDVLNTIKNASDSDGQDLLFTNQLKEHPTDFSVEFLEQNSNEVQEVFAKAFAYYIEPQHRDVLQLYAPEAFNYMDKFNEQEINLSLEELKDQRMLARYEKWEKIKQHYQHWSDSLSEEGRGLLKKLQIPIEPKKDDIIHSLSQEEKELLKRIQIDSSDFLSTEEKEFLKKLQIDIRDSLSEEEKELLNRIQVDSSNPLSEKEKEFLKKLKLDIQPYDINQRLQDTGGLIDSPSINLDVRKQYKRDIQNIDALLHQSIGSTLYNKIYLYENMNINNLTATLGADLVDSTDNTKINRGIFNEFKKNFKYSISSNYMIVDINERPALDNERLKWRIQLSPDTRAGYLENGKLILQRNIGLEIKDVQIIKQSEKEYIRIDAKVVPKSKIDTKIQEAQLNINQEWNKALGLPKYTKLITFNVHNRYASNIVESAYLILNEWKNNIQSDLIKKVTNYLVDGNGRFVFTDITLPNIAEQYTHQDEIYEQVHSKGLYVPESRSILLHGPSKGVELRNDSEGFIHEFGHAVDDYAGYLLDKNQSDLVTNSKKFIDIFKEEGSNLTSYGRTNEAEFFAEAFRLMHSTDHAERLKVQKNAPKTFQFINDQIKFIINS
PfHsp40 rescue: rescue of PfHsp40-mediated yeast toxicity; S. cerevisiae expressing PfHsp40, growth rescue, ATP luminescence; growth rescue, % at 12.5 µM; 0.68% of 340,000 active; in the data active means growth rescue above about 28%, passing the limit was not always enough; inconclusive means no clear call, values can overlap the other calls;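 further: yeast W303a lacking pdr1 and pdr3 grown in galactose medium; growth measured after three days at 30 °C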
PrPC surface inh: cell surface PrPC inhibition, primary TR-FRET screen. P04156. TR-FRET read-out. inhibition, % at 13.8 µM. 0.43% of 370,000 active; in the data active means inhibition above about 24%; further: 0% = median of the test wells and 100% = reference compound wells
TcdB GH inh: TcdB glycohydrolase inhibition; inhibition, % at 9.99 µM; TcdB glycohydrolase enzymatic assay, plate reader; 0.24% of 350,000 active; in the data active means inhibition above about 10%
PriA SSB inh: K. pneumoniae PriA-SSBct interaction inhibition | AlphaScreen SSBct-PriA binding, biotinylated peptide | inhibition, % at 33 µM | 0.6% of 430,000 active; in the data active means inhibition mostly above about 37%, no sharp cut-off; inactive means mostly below about 20%;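 further: plate controls were negative control peptide for no effect and reference peptide for full effect; strong numbers were not always called active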
Y pestis TopoI: Y. pestis Topo-I inhibition via cleavage products; Y. pestis Topo-I cleavage product accumulation, plate reader; 0.064% of 360,000 active; activity, % at 10 µM; in the data active means activity above about 50%, passing the limit was not always enough; inconclusive means no clear call, values can overlap the other calls; further: inactives centre near 2
* = called active by the depositor; i = inactive; ? = inconclusive; nt = not tested or not shown; & = joins results of further samples. Unless noted, no stated cut-off is given here; in the data, active means inhibition above about 30%; inconclusive means no clear call, values can overlap the other calls; inactive means below that.

SMILES	Vc quorum ag	3CLpro inhibitor	BoNT-A LC inh2	Anthrax LF prot	PfHsp40 rescue	PrPC surface inh	TcdB GH inh	PriA SSB inh	Y pestis TopoI
COc1ccc(C2CC(c3cccs3)=NN2S(C)(=O)=O)cc1OC (stereo unspecified)	0.2	-4	2.5	-3	0.0	-8	-0.2	-3	-1
Cn1c(=O)c2cc(NC(=O)NCc3ccc(F)cc3)ccc2n1C	-0.4	nt	-0.4	1	nt	1	1.3	nt	0
O=C(NCCCO)/C(=C\c1cn(-c2ccccc2)nc1-c1cccnc1)NC(=O)c1ccccc1	-0.2	3	0.2	0	0.3	2	0.8	5	-2
COc1ccccc1NC(=O)COC(=O)CCn1c(C)csc1=O	i	nt	-1.3	-2	0.5	7	-4.7	-2	-5
COCCn1c(=S)[nH]c2cc(C(=O)NCCc3ccc(OC)c(OC)c3)ccc2c1=O	i	-1	0.3	0	0.4	-4	nt	-11	1
CCCN(S(=O)(=O)c1ccc(OCC)cc1)S(=O)(=O)c1cccs1	-1.8	2	-0.7	-2	4.0	-3	nt	-21	4
O=C(O)CC(C(=O)O)C(=Cc1ccccc1)c1ccccc1 (stereo unspecified)	i	nt	-0.1	5	nt	2	-7.5	nt	-2
CCCS(=O)(=O)NC(=O)C1(C)CCCN(C(=O)c2cccc(C(F)(F)F)c2)C1 (stereo unspecified)	5.8	nt	-0.7	-3	nt	7	-5.7	nt	-5
CS(=O)(=O)N(CC(=O)NCCSc1ccc(Cl)cc1)c1ccc2c(c1)OCO2	-0.6	-3	0.2	5	0.2	4	nt	2	26
CN1C(C(=O)NCc2cccc(Br)c2)CC2Cn3c(nc4ccccc43)C21 (stereo unspecified)	i	nt	-0.2	-3	0.5	4	0.3	-7	-3
CCOC(=O)c1c(/N=C/N(C)C)sc(/C=N/Nc2ccccc2)c1-c1ccc(Cl)cc1	-0.3	1	1.8	-2	-1.4	26*	0.2	nt	-17
C[C@@H]1CN([C@H](C)CO)C(=O)CCCn2cc(nn2)CO[C@H]1CN(C)C(=O)Nc1cccc(C(F)(F)F)c1	-2.1	nt	0.1	2	nt	-4	2.6&1.3	nt	-7
COc1ccc(NC(=O)c2ccc(F)c(F)c2)c2ccccc12	-0.3	2	-0.7	0	1.8	-4	1.2	-3	-1
COc1ccc2[nH]c3c(c2c1)CCN1C(=O)N([C@@H](C)C(=O)NCc2c(F)cccc2Cl)C(=O)[C@]31C	0.4	5	0.5	4	0.2	13	-1.7	18	8
COC(=O)C1=C(c2c(C)noc2C)C[C@@H]2CC[C@H]1N2C(=O)N1CCCCC1	0.7	nt	-0.9	2	2.7	-7	0.4	-18	-1
COc1ccc(C(=O)NC2CCCc3c2cnn3-c2ccccc2F)cc1OC (stereo unspecified)	-0.5	-3	0.6	-4	-1.0	11	-1.7	3	0
Cc1ccc(Cl)cc1NC(=O)CCC(=O)NCc1ccco1	i	1	nt	nt	-1.1	2	1.7	0	0
COC(=O)COc1ccc(-c2ccc(F)cc2)cc1C=O	i	6	-0.4	-2	63*	2	0.8	-9	-4
O=C(Nc1nnc([C@@H]2C[C@H](O)[C@@H](CO)O2)s1)Nc1ccccc1Oc1ccccc1	-0.3	nt	0.2	-4	nt	2	-0.6	nt	-2
CC1CCN(S(=O)(=O)c2ccc(Cl)s2)CC1	0.8	nt	0.3	0	-0.5	-10	nt	-10	9
c1cc2c(cc1CCNC1CCCCCC1)OCO2	-3.4	-4	nt	nt	-1.3	-4	nt	-1	-3
Cc1ccc(S(=O)(=O)N/N=C\c2ccc([N+](=O)[O-])o2)cc1C	0.1	-3	1.0	0	?	-7	-0.3	nt	5
COc1ccccc1C(OC(=O)c1ccco1)C(=O)NC(C)(C)C (stereo unspecified)	3.8	2	-2.0	-8	-0.3	1	nt	0	-9
O=C(Nc1ccc2c(c1)CN(Cc1ccco1)CC2)C1CCCO1 (stereo unspecified)	-0.1	-6	0.2	-4	1.0	1	1.9	0	13
O=C(OCc1nc2ccsc2c(=O)[nH]1)c1ccco1	0.3	nt	3.6	4	0.5	-1	-0.4	-9	0

Going on with the list.
SMILES	Vc quorum ag	3CLpro inhibitor	BoNT-A LC inh2	Anthrax LF prot	PfHsp40 rescue	PrPC surface inh	TcdB GH inh	PriA SSB inh	Y pestis TopoI
CCOc1ccccc1NC(=O)Cn1c(C)cc(COC)c(C#N)c1=O	i	-5	0.5	-2	-1.4	-4	nt	-22	-2
Cc1nc2ccccc2nc1N/N=C/c1ccc(O)cc1O	i	-2	-0.7	-1	0.5	13	-4.3	nt	-19
Cn1c(NC(=O)c2ccc(S(=O)(=O)N3CCOCC3)cc2)cc(=O)n(C)c1=O	-0.4	6	0.3	0	0.5	-9	-0.6	1&-16	-3
CC1CCc2sc(C(=O)NN=C3CCC(c4ccccc4)CC3)cc2C1 (stereo unspecified)	i	4	0.5	0	-0.4	-3	-0.7	-18	1
CCNC(=O)/C=C/c1ccccc1[N+](=O)[O-]	-1.1	6	-0.4	-2	-0.4	-8	-5.4	9	0
Cc1ccc(-c2cc(-c3ccc(C)o3)nc(N)c2C#N)cc1	i	-6	1.7	-3	0.2	-12	nt	19	-7
S=c1nc2c(n[nH]1)c1ccccc1n2CCc1ccccc1	-0.4	-5	nt	nt	0.4	-9	2.7	3	6
CC(=O)N(Cc1ccc(F)cc1)c1cccc(C)c1C	-0.3	0	-0.6	-1	-1.2	-1	0.6	-15	-4
COc1ccc(C(=O)NC2CCN(S(=O)(=O)Cc3ccccc3)CC2)c(OC)c1	-0.3	-3	0.1	1	-0.5	-2	nt	-7	4
CSc1sc(C(=O)NN)c2c1C(O)CCC2 (stereo unspecified)	i	nt	-0.2	0	-2.0	7	-18	2	1
COc1ccc(OC)c(C(C[N+](=O)[O-])c2c(C)cc3ccccn23)c1 (stereo unspecified)	-0.6	4	0.0	-2	-2.0	5	0.8	7	-2
CCCC(=O)Nc1cc(=O)[nH]c2ncnn12	-0.3	4	-0.8	2	-0.8	-5	nt	-3	-1
O=C(O)c1cccc(Cl)n1	i	-1	-0.2	-7	-0.8	3	-0.2	3	7
Nn1c(SCc2nc3ccccc3[nH]2)nnc1-c1cccnc1	i	0	0.1	-2	0.9	-6	nt	-4	9
O=C(NN1C(=O)/C(=C/C=C/c2ccco2)SC1=S)c1ccccc1O	-0.4	2	12	8	25	3	0.2	3	-31
O=C(NC(=O)N1CCOCC1)c1ccccc1	-1.4	0	-0.3	0	-0.3	6	0.0	-3	-4
CSc1nnc(C)c(=O)n1COC(=O)c1ccccc1	-3.6	2	0.1	4	2.8	-8	-0.1	-9	-2
Cc1cc(C)c(S(=O)(=O)N2C=CC(C(F)(F)F)=NCC2)c(C)c1	-0.2	-3	-1.8	-5	3.4	-1	-0.6	-18	8
COc1cc(C(=S)N2CCCC2)ccc1OCc1ccccc1	-0.3	6	1.9	3	0.0	1	2.4	-19	23
COc1ccc(/C=N/N2CCN(c3ccccc3OC)CC2)cc1OC	i	0	?	-5	-1.3	-5	nt	nt	4
COc1cc(NC(=O)COC(=O)c2n[nH]c3ccccc23)c(C)cc1[N+](=O)[O-]	i	2	0.4	1	1.6	-4	-3.0	-7	-3
Cc1cc(OCCN2CCOCC2)nc2ccccc12	-1.2	-1	-1.0	-2	-0.3	-3	nt	0	5
Cn1cc(C(=O)N2CCc3ccccc32)cn1	-0.4	1	0.0	1	0.2	-2	nt	3	-1
COCCCNC(=O)CN(c1cccc(Cl)c1)S(C)(=O)=O	i	-5	-0.8	-1	0.0	2	nt	4	-5
COCCCNC(=S)N(Cc1ccccc1)Cc1ccc(F)cc1	0.6	-1	-0.5	-1	1.1	1	2.0	-29	7

Next compounds follow.
SMILES	Vc quorum ag	3CLpro inhibitor	BoNT-A LC inh2	Anthrax LF prot	PfHsp40 rescue	PrPC surface inh	TcdB GH inh	PriA SSB inh	Y pestis TopoI
CCC(CC)C(=O)OCC(=O)Nc1ccc(S(=O)(=O)N2CCOCC2)cc1OC	0.3	3	0.0	-16	9.6	2	-2.7	-6	-4
Fc1ccc(CSc2nncn2NCc2ccc3c(c2)OCO3)cc1	i	0	-1.9	-1	1.0	6	nt	0	3
COCCCNC(=O)C1CCN(c2nc(C)cc(C)n2)CC1	-0.4	-4	0.1	-2	-0.2	-6	nt	-10	-3
O=C(Nc1nc2c(Cl)cccc2s1)c1ccc(Br)o1	i	-7	1.0	0	-1.6	-3	nt	-10	-4
COCC1CCN(Cc2cn[nH]c2-c2cc(OC)c(OC)c(OC)c2)CC1	1.9	-3	0.5	1	-0.8	1	-0.1	-26	4
O=C(N/N=C/c1ccc(C(=O)O)cc1)C(=O)N1CCCCCC1	-0.2	-2	-2.3	0	1.5	-3	2.7	nt	2
Cc1cc(C)c(OCCCNCc2ccccc2)c(Br)c1	-2.3	-2	?	3	0.1	-10	-0.7	-2	14
COc1nc(NCC(C)C)nc(Oc2ccc(OCc3ccccc3)nn2)n1	i	1	-0.3	-1	0.9	3	nt	-9	-9
CCOc1ccc(N(C(=O)CNC(=O)c2ccco2)C(C(=O)NC2CCCC2)c2cccnc2)cc1 (stereo unspecified)	-1.2	-7	-1.1	2	-1.1	4	-0.1	-11	0
CSC[C@@H]1NC(=S)N(c2ccc(C)cc2)C1=O	-0.2	1	0.6	2	0.0	0	-0.3	-6	-7
CC(C)OC(=O)N(C)C[C@H]1OCc2cn(nn2)CCCC(=O)N([C@H](C)CO)C[C@@H]1C	-0.5	nt	0.0	-4	nt	-4	2.3&0.2	nt	2
O=C(O)C1CCN(c2ccc([N+](=O)[O-])cc2[N+](=O)[O-])CC1	i	4	-0.5	12	-1.5	-28	1.4	-3	1
OCCNCc1cccc(OCc2ccc(Cl)cc2)c1	0.3	2	0.0	2	-0.6	-9	0.7	-9	-18
O=C1C(=O)N(c2ccccc2)c2ccccc21	1.8	2	?	0	-0.4	-1	nt	-8	4
CN(C(=O)c1cc2nc(-c3ccco3)cc(C(F)(F)F)n2n1)C1CCCCC1	i	0	1.2	-5	-1.2	2	nt	-7	3
O=C(NNS(=O)(=O)c1ccc(F)cc1F)C1Cc2c(ccc3ccccc23)O1 (stereo unspecified)	i	2	0.4	-1	-0.9	10	nt	-5	-7
CCCNC(=S)Nc1ccc(S(N)(=O)=O)cc1	-0.4	-3	-0.7	-5	-1.6	4	0.5	-10	-8
CCCOc1cccc(C(=O)N/N=C/c2coc3ccccc3c2=O)c1	i	-1	-0.2	-2	0.0	4	0.8	nt	-8
O=[N+]([O-])c1ccc(N2CCN(c3ccc(O)cc3)CC2)c(Cl)c1	-1.3	7	-0.5	-2	1.5	-7	-1.0	46	-3
COc1ccc2[nH]c(-c3ccc(C)cc3)cc(=O)c2c1	5.0	1	-0.7	-2	-3.6	nt	nt	-17	9
Cc1cccc(Nc2ncc3c(n2)CC(c2ccco2)CC3=O)c1 (stereo unspecified)	-0.7	1	-2.7	-10	-1.4	16	nt	-5	23
Cc1nn(CC(=O)OCC(=O)NCCc2ccc(F)cc2)c(C)c1[N+](=O)[O-]	i	nt	-0.3	-7	-0.5	-10	1.0	-5	3
OC(CCN1CCCCC1)(c1ccccc1)C1C[C@@H]2C=C[C@H]1C2 (stereo partly specified)	-3.0	nt	-0.1	-3	0.4	1	0.4	-2	-7
Cc1ccc(C)c(N(CC(=O)NCCSCc2ccco2)S(C)(=O)=O)c1	nt	3	0.0	-4	-0.8	5	nt	-7	15
O=C(NCc1ccccc1C(F)(F)F)C1CC(c2cccc(F)c2)=NO1 (stereo unspecified)	i	nt	-0.3	-6	0.5	3	-5.8	-10	15
Cc1cccc(NC(=O)CSc2ncnc3nc[nH]c23)c1C	i	5	-0.1	-1	-0.8	-6	1.6	-8	-1
C/C(=N/NS(C)(=O)=O)c1ccc2ccccc2c1	i	0	0.3	2	0.5	-4	nt	nt	2

Single records (already shown).
Record of Cc1ccc(C)c(N(CC(=O)NCCSCc2ccco2)S(C)(=O)=O)c1 = Vc quorum ag: nt; 3CLpro inhibitor: 3; BoNT-A LC inh2: 0.0; Anthrax LF prot: -4; PfHsp40 rescue: -0.8; PrPC surface inh: 5; TcdB GH inh: nt; PriA SSB inh: -7; Y pestis TopoI: 15
Record of O=[N+]([O-])c1ccc(N2CCN(c3ccc(O)cc3)CC2)c(Cl)c1 = Vc quorum ag: -1.3; 3CLpro inhibitor: 7; BoNT-A LC inh2: -0.5; Anthrax LF prot: -2; PfHsp40 rescue: 1.5; PrPC surface inh: -7; TcdB GH inh: -1.0; PriA SSB inh: 46; Y pestis TopoI: -3

Bioassay records deposited in PubChem by several laboratories.

These rows are one share of the data; count on the stated rates, not on these rows.
